hcDAF12 agonist = H. contortus DAF-12 nuclear receptor activators, primary screen, cell-based, luminescence, HEK293, lit1-tk-luc reporter; HEK293 hcDAF-12 lit1-tk-luc reporter; 0% DMSO, 100% Δ7-dafachronic acid; activation, % at 6.8 µM; 370,000 compounds, 1.4% hits;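 active means activation above the mean of all tested compounds plus 3 SD, cut at about 5.5% in these data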;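 further: 100% = response to 3 µM Δ7-dafachronic acid high control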
ssDAF12 agonist = S. stercoralis DAF-12 nuclear receptor activators, primary screen, cell-based, luminescence, HEK293, GRIP1 co-expression, lit1-tk-luc. AID 652126, 2013. Nuclear hormone receptor DAF-12 (Strongyloides stercoralis). HEK293 ssDAF-12/GRIP1 lit1-tk-luc reporter; % of 3 µM dafachronic acid response. activation, % at 6.8 µM. 370,000 compounds, 1% hits;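 active means activation above the mean over all tested compounds plus 3 SD, cut at about 0.9% in these data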;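 further: 0% = DMSO-only wells and 100% = 3 µM delta7-dafachronic acid wells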
GAA850 FXN act = FXN promoter activators, primary screen, cell-based, luciferase luminescence, HEK293 lucGAA850. HEK293 lucGAA850 FXN promoter luciferase reporter, 24 h; percent of 10 µM SAHA response. activation, % at 6 µM. 360,000 compounds, 0.56% hits;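 active means activation above the average of all compounds screened plus 3 SD, cutoff fixed separately per campaign, cut at about 7.5% in these data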;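 further: 0% = DMSO wells and 100% = 10 µM SAHA wells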
DAX1 inh-1 = DAX1 (NR0B1) inhibitors, primary screen, cell-based, HEK293, Gal4-DAX1, luciferase luminescence; Nuclear receptor subfamily 0 group B member 1 (Homo sapiens), P51843; AID 504766, 2011; inhibition, % at 6.75 µM; 340,000 compounds, 0.99% hits; HEK293 Gal4-DAX1 luciferase reporter;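 active means inhibition above the mean over all tested compounds plus 3 SD, cut at about 4.2% in these data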;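 further: 0% = DAX1-transfected cells with DMSO and 100% = empty-vector control cells with DMSO; inhibition shows as a rise in luminescence from relieved DAX1 repression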
Target sequence (P51843 207-470 limits assumed): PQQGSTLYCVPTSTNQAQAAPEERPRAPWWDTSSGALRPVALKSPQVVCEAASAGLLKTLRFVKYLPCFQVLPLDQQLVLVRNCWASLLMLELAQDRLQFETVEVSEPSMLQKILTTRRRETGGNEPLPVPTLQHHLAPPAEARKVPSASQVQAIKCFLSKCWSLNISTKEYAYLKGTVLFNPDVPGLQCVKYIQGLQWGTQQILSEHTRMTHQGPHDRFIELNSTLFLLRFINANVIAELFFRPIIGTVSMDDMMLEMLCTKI
PLCb3 inh = human PLC-beta3 inhibitors, primary screen, biochemical, fluorescence; AID 720704, 2013; 1-phosphatidylinositol 4,5-bisphosphate phosphodiesterase beta-3 (Homo sapiens), Q01970; 370,000 compounds, 0.18% hits; Purified PLC-beta3, fluorogenic substrate; inhibition, % at 12.2 µM; in the data active means inhibition above about 11%;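 further: 0% = median of compound wells on plate and 100% = full blocker control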
ADAM10 inh = human ADAM10 inhibitors, primary screen, biochemical, QFRET, HTS | inhibition, % at 7 µM | recombinant ADAM10, EDANS/DABCYL FRET peptide cleavage, 3 h | AID 720582, 2013 | Disintegrin and metalloproteinase domain-containing protein 10 (Homo sapiens), O14672 | 370,000 compounds, 0.62% hits;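 active means inhibition above a per-campaign cutoff equal to the mean of compounds falling between control-based bounds plus 3 SD, cut at about 20% in these data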;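 further: 0% = DMSO wells while the 100% control is not disclosed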
Target sequence (O14672 214-748 limits assumed): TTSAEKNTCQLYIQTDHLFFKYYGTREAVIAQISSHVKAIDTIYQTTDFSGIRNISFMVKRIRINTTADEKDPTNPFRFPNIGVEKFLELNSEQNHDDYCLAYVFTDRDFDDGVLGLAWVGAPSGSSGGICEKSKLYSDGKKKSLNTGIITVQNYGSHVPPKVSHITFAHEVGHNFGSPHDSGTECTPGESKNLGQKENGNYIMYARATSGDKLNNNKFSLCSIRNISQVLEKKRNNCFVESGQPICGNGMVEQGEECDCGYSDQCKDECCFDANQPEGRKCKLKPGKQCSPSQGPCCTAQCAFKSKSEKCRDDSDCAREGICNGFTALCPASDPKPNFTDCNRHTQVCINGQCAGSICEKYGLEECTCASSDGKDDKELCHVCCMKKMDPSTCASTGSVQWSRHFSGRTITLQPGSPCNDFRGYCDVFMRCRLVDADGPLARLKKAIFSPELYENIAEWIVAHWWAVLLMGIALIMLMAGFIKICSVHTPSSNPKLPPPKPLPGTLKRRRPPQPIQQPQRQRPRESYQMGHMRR
HGIII-sPLA2 inh = human group III sPLA2 inhibitors, primary screen, biochemical, QFRET, BODIPY PC-A2 liposome substrate | 370,000 compounds, 0.56% hits | inhibition, % at 12.2 µM | QFRET BODIPY PC-A2 liposome hydrolysis, fluorescence;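 active means inhibition above mean plus 3 SD of compounds lying within the high and low control bounds, cut at about 19% in these data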;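 further: 0% = median of test compound wells and 100% = no enzyme DMSO wells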
DAX1 inh-2 = DAX1 (NR0B1) inhibitors on StAR promoter, primary screen, cell-based, luminescence, SF-1 (NR5A1), full-length DAX-1; 370,000 compounds, 1.1% hits; AID 652010, 2013; HEK293T StAR-luciferase reporter, SF-1/DAX-1 repression relief; inhibition, % at 6.8 µM;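 active means inhibition above the mean over all tested compounds plus 3 SD, cut at about 3.6% in these data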;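 further: 0% = DAX-1 cells with DMSO and 100% = cells lacking DAX-1 with DMSO; higher inhibition means more luminescence from relief of DAX-1 repression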
PLC-gamma1 inh = PLC-gamma1 enzyme inhibitors, primary screen, biochemical, fluorescence, purified enzyme | 1-phosphatidylinositol 4,5-bisphosphate phosphodiesterase gamma-1 (Homo sapiens), P19174 | fluorogenic substrate | inhibition, % at 12.2 µM | 370,000 compounds, 0.84% hits | AID 720700, 2013; in the data active means inhibition above about 9.5%
ADAM17 inh = ADAM17 inhibitors, primary screen, biochemical, QFRET. Disintegrin and metalloproteinase domain-containing protein 17 (Homo sapiens), P78536. recombinant ADAM17, EDANS/DABCYL FRET peptide cleavage. inhibition, % at 6.95 µM. 370,000 compounds, 0.83% hits;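 active means inhibition above the mean of compounds lying between control limits plus 3 SD, set per campaign, cut at about 8.5% in these data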;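 further: 0% = DMSO-only wells as the low control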
hgDAF-12 ag = H. glycines DAF-12 receptor agonists, primary screen, cell-based, luminescence, HEK293, GAL4 fusion, UAS-luciferase | HEK293 GAL4-hgDAF12 UAS-luciferase reporter, agonist luminescence; normalized to butyrate control | Nuclear hormone receptor DAF-12 (Heterodera glycines), GAL4 fusion | activation, % at 6.8 µM | AID 687014, 2013 | 370,000 compounds, 1.8% hits;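 active means activation above a cutoff set at the mean of all screened compounds plus 3 SD, cut at about 10% in these data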;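 further: 0% = DMSO wells and 100% = sodium butyrate wells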
An asterisk follows results filed as active; / = not tested or not shown. No enrichment for hits. Share with any hit: about 6.9%.

SMILES	hcDAF12 agonist	ssDAF12 agonist	GAA850 FXN act	DAX1 inh-1	PLCb3 inh	ADAM10 inh	HGIII-sPLA2 inh	DAX1 inh-2	PLC-gamma1 inh	ADAM17 inh	hgDAF-12 ag
CC(C)c1cc(C(=O)N2CCCC(N3CCN(c4ccc(F)cc4)CC3)C2)no1 (configuration not stated)	0.5	-1.2	1.2	0.4	-7.0	2.9	7.3	0.1	1.0	0.4	0.4
Cc1noc(C)c1COC(=O)C1CC(O)CN1S(=O)(=O)c1ccc(Cl)cc1 (configuration not stated)	-1.5	-1.0	-2.1	1.0	-2.6	-2.7	2.7	0.0	0.0	-7.5	1.8
Cc1c(-c2cc(Br)ccc2O)nc2cc3c(cc2c1C)OCO3	0.4	-0.7	4.3	4.3*	-15.8	-18.2	-1.5	-0.4	-7.3	-4.6	4.6
O=C(CC1SC(N2CCCCC2)=NC1=O)Nc1cccc(C(=O)NCc2ccc(F)cc2)c1 (configuration not stated)	-1.3	-1.0	1.9	-0.8	-7.4	3.2	-3.4	-1.4	0.8	2.5	-1.9
O=C(O)c1cccc(N2C(=O)/C(=C/c3ccc(SCc4ccc(Cl)cc4)o3)SC2=S)c1	0.3	-1.2	0.7	0.9	-4.2	-10.3	-16.3	0.8	32.4*	-4.2	-0.1
C=CCn1c(CSc2nnc(-c3ccccc3)n2C)n[nH]c1=S	-1.5	-1.3	1.4	0.3	-21.9	6.7	-2.7	0.0	-9.7	0.6	2.6
COc1ccc(C(=O)NCCOc2cccc(Oc3ccccc3)c2)cc1OC	-1.1	-1.4	0.3	0.4	-5.8	9.9	-8.4	-1.7	-3.5	4.1	-0.5
CCn1c(C)[n+](CCCS(=O)(=O)[O-])c2cc(Cl)c(Cl)cc21	-1.7	-1.3	-2.0	0.6	6.4	0.6	10.6	-0.5	4.1	4.4	0.9
O=C(COc1ccccc1Cl)NCCCN1CCOCC1	-2.4	-0.2	0.3	-1.0	-1.4	-6.9	1.3	-0.4	2.5	-4.5	5.3
CC1Cc2ccccc2N1c1ncnc2c1nnn2Cc1ccccc1 (configuration not stated)	2.1	-0.2	-0.9	1.1	-12.9	-2.1	-0.7	0.1	-9.6	-3.8	0.9
O=C(Nc1cccc(C(=O)O)c1)Nc1ccc2c(c1)OCO2	4.5	-0.8	3.8	-5.3	-3.6	-3.6	1.1	6.8*	1.9	2.3	4.0
CCC(=O)N1CCC(C)(C(=O)Nc2ccc(OC)c(OC)c2)C1 (configuration not stated)	-2.3	-1.3	0.5	/	-1.4	-6.8	7.8	1.0	-2.2	-6.4	0.2
CC1(C(=O)O)Sc2[nH]c(=O)sc2C2c3ccccc3OC(=O)C21 (configuration not stated)	0.0	-0.7	0.3	0.3	-6.6	-3.8	2.9	0.0	4.2	0.8	0.1
CC(C)(C)c1ccc(Cc2n[nH]c(=S)[nH]c2=O)cc1	-1.7	-0.7	2.2	-0.4	-6.8	4.3	11.6	-0.1	3.1	-1.6	-1.4
CC(=O)Nc1cccc(-c2ccnc3c2CC(C)(C(=O)Nc2ccccc2)O3)c1 (configuration not stated)	-2.8	-1.6	-0.8	/	-1.1	1.4	-9.9	-1.1	-0.5	1.1	-2.4
O=C(Nc1nc(COc2ccccc2)cs1)C12CC3CC(CC(C3)C1)C2	-1.3	-2.2	-2.6	-1.4	11.2*	10.6	-2.7	-2.1	9.1	3.7	1.1
CCn1cc(CNC(=O)/C=C/c2ccc([N+](=O)[O-])cc2)cn1	0.1	-1.4	1.8	-0.8	1.5	0.5	17.6	0.2	-0.2	-0.3	-0.3
COc1ccc(/C=C/C(=O)OCC(=O)NC(=O)NC(C)(C)C)cc1	-1.3	-2.1	-2.1	-0.8	-6.5	-5.4	-10.0	0.8	0.0	0.4	-2.4
O=C(Nc1ccc(F)c(Cl)c1)c1cc(C2CCCCN2C(=O)c2ccc3c(c2)CCO3)on1 (configuration not stated)	0.2	-2.0	-0.9	/	-3.2	2.3	-5.8	-0.7	-0.4	1.4	-1.4
CCN(CC)C(=O)[C@H]1C[C@H](CC(=O)NCCCn2ccnc2)C(=O)N2CCc3c([nH]c4cc(CCC(=O)N(C)C)ccc34)[C@]12C	0.4	-0.5	-1.4	1.6	-4.9	-17.3	5.5	2.4	-2.0	-5.3	3.2

Given comma-delimited: entries from further up.
SMILES,hcDAF12 agonist,ssDAF12 agonist,GAA850 FXN act,DAX1 inh-1,PLCb3 inh,ADAM10 inh,HGIII-sPLA2 inh,DAX1 inh-2,PLC-gamma1 inh,ADAM17 inh,hgDAF-12 ag
CCC(=O)N1CCC(C)(C(=O)Nc2ccc(OC)c(OC)c2)C1 (configuration not stated),-2.3,-1.3,0.5,/,-1.4,-6.8,7.8,1.0,-2.2,-6.4,0.2
CC1(C(=O)O)Sc2[nH]c(=O)sc2C2c3ccccc3OC(=O)C21 (configuration not stated),0.0,-0.7,0.3,0.3,-6.6,-3.8,2.9,0.0,4.2,0.8,0.1
CC(C)(C)c1ccc(Cc2n[nH]c(=S)[nH]c2=O)cc1,-1.7,-0.7,2.2,-0.4,-6.8,4.3,11.6,-0.1,3.1,-1.6,-1.4
CC(=O)Nc1cccc(-c2ccnc3c2CC(C)(C(=O)Nc2ccccc2)O3)c1 (configuration not stated),-2.8,-1.6,-0.8,/,-1.1,1.4,-9.9,-1.1,-0.5,1.1,-2.4

(continued)
SMILES	hcDAF12 agonist	ssDAF12 agonist	GAA850 FXN act	DAX1 inh-1	PLCb3 inh	ADAM10 inh	HGIII-sPLA2 inh	DAX1 inh-2	PLC-gamma1 inh	ADAM17 inh	hgDAF-12 ag
O=C(/C=C/c1c(Cl)nc2ccccn12)Nc1ccc(F)cc1	-0.3	-1.5	4.1	1.3	-3.5	-9.5	3.1	-0.6	-2.0	-3.8	0.7
O=C(OCC(=O)c1ccc[nH]1)c1ccc(S(=O)(=O)N2CCCCCC2)cc1	-0.2	-1.2	1.5	-0.4	-5.7	4.9	-16.4	-0.2	1.0	-0.2	-0.6
Cc1cccc(CC(=O)Nc2cccnc2)c1	2.6	-1.3	0.9	-0.6	-15.9	-10.6	6.3	0.6	-4.9	-3.3	-0.9
CC(C)C[C@@H](CN1CCC[C@H]1CN1C(=O)C(=O)NC[C@@H]1Cc1ccccc1)N1C[C@H](Cc2ccccc2)N(CC2CCCCCC2)C(=O)C1=O	-1.3	-1.0	/	/	1.8	-2.5	-1.9	-1.6	-1.1	-0.3	1.6
COc1cc(OC)c2c(-c3ccccc3)cc(=O)oc2c1C(CC(=O)N1CCCC1)c1ccc2c(c1)OCO2 (configuration not stated)	-2.3	-2.2	0.7	-1.1	-11.6	-0.2	-0.1	-0.9	-8.0	-2.3	-0.5
Cc1ccc2nc(N(CCCN(C)C)C(=O)c3cc4ccccc4oc3=O)sc2c1	-0.8	-0.6	0.3	-0.8	5.3	3.0	-22.1	0.1	2.0	0.3	3.3
O=C(CC(=O)c1ccncc1)c1ccccc1	1.7	-0.8	1.4	-0.2	1.3	-10.9	-4.1	1.4	0.7	0.1	5.1
COc1ccc(C(=O)OC(C)C(=O)NC2CCCCC2C)cc1S(=O)(=O)N1CCOCC1 (configuration not stated)	0.0	-0.4	1.9	-1.0	-4.2	-6.5	5.2	-0.1	3.8	-6.2	0.9
Cc1ccc(/C=C/C(=O)NC2CCCCCCC2)o1	-1.4	-0.3	10.8*	-0.6	-5.3	2.8	8.7	1.6	-7.0	-3.5	6.9
Cc1cc(C)n(CC(C)C(=O)O)n1 (configuration not stated)	0.0	-1.9	-0.6	0.3	-6.1	4.4	0.2	0.3	1.9	-2.0	-0.8
Cc1ccc(O)c(NC(=S)NC(=O)CC(C)C)c1	0.3	-0.3	4.0	1.6	3.1	-1.4	7.5	1.1	2.4	-2.1	7.4
COc1ccccc1NC(=S)NC(=O)Cc1ccccc1	-2.0	-1.4	-0.7	/	-10.5	3.3	-0.1	-0.2	2.5	0.9	-0.4
O=[N+]([O-])c1ccc(N2CCN(c3cccc(Cl)c3)CC2)nc1	-0.3	-1.5	2.1	-0.3	-2.4	1.6	3.6	0.5	0.2	-3.0	0.8
O=C(NCCc1c[nH]c2ccccc12)OCc1cn(Cc2cc(F)ccc2F)nn1	0.6	-1.4	/	/	-1.6	1.3	-78.9	-0.6	-1.6	-3.2	-3.3
COc1ccc(C(=O)N[C@H](C(=O)OCC(=O)NC(=O)c2cccn2C)C(C)C)cc1	-0.2	-1.1	1.5	0.8	2.8	3.0	-2.9	0.6	0.8	-0.9	3.6
CCOc1ccc(Oc2ccc(-c3nnc(-c4ccccc4)o3)cc2[N+](=O)[O-])cc1	-0.8	-1.0	-0.7	1.7	3.5	5.6	3.8	-1.0	6.1	-1.5	1.6

Screening data as filed in PubChem BioAssay.
